P. falciparum M17LAP – P. falciparum M17LAP inhibitors, primary screen, biochemical, fluorogenic H-Leu-NHMec substrate, 1536-well (AID 1619). recombinant M17LAP, H-Leu-NHMec fluorogenic kinetic assay; higher % means a stronger effect. inhibition, % at 30 µM; hits with a dose series show IC50 in µM. 220,000 compounds, 0.38% hits;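 active = compound inhibiting the enzyme by more than half at any dose during confirmatory dose-response retesting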;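 note: plate controls were full reaction with DMSO carrier for no effect and no enzyme background for full effect; strong numbers were not always called active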
HEK293 NOD2/NF-kB – inhibition of NOD2-driven NF-kB reporter – cell-based, luminescence, uHTS, HEK293 (AID 1566); HEK293 NOD2/NF-kB luciferase reporter, luminescence; higher % means a stronger effect; one-dose inhibition, % at 4 µM; EC50 in µM for titrated hits; 290,000 compounds, 0.63% hits; in the data active = inhibition above about 50%; note: many of its hits are not listed in these tables
Autophagy HCS – alters autophagy in cells. 190,000 compounds, 0.98% hits. calls only at 10 µM (by protocol). MEF GFP-LC3 puncta imaging; test concentration mostly 10 µM;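 active = percentage of spot-positive cells more than 3 SD above its plate mean, without a fluorescence outlier flag or 80% toxicity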;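 note: spot-positive cell cutoff set from DMSO-treated cells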
b-catenin transl – beta-catenin nuclear translocation modulation. HeLa beta-catenin nuclear translocation, immunofluorescence imaging. nuclear translocation activity, % at 5 µM. 190,000 compounds, 0.3% hits. AID 1665;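 active = nuclear translocation activity above 50% at 5 µM, with a well cell count of 50 or more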;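 note: per-cell ratio of nuclear to cytoplasmic median beta-catenin stain intensity; plate controls were DMSO negative control for no effect and GSK-3 inhibitor IX positive control for full effect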
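Test system: HeLa cells, endogenous beta-catenin; Compound: single 5 µM dose plus 0.02–20 µM confirmation series; Times: compound exposure 24 h at 37°C; Signal: fluorescence imaging of beta-catenin antibody stain plus DAPI; Read-out: % activation, nuclear-to-cytoplasmic median beta-catenin signal ratio per cell.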
Dynein transport – blocks dynein driven cargo transport along microtubules; 3617.4 mouse cells, GR-EGFP nuclear translocation imaging; test concentration mostly 20 µM; stimulated with dexamethasone, 1 µM; stronger effect = lower value; 220,000 compounds, 0.47% hits; z-score, hits read low;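 active = plate z-score of nuclear minus cytoplasmic receptor signal below a set negative limit, without overly bright fluorescence or cell loss, cut at about -3.5 in these data, passing the limit was not always enough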;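 note: z-score of nuclear minus cytoplasmic ring GR-EGFP intensity difference per well; some compounds called inactive have numbers as strong as hits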
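medium = tetracycline-free induction medium containing charcoal-stripped FBS | probe or stimulus = dexamethasone, 1.0 µM final | timing = 48 h induction, then 1 h compound, then 30 min agonist, 37 °C | detection = automated 10x imaging of fixed Hoechst-stained cells | read-out basis = nuclear versus cytoplasmic GR-EGFP signal, averaged per well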
Yfh1-off respiration – enhancers of respiration in Yfh1-depleted yeast, dose response, Friedreich's ataxia, plus single-dose screen (AID 1465). 220,000 compounds, 0.074% hits. fold induction at 50 µM, or EC50 in µM where a hit was titrated. S. cerevisiae Yfh1-off respiration, WST-1 reduction, 72 h; higher fold induction means a stronger effect;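 active = fold induction of absorbance versus untreated yeast above a set limit, then at least 30% activation at any dose in follow-up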;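 note: activators that raise dye reduction in frataxin-depleted yeast; strong numbers were not always called active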
Ins promoter up – MIN6 insulin promoter up-regulation; MIN6 insulin promoter-GFP reporter, high-content imaging; stronger effect = higher value; z-score at 5 µM; 190,000 compounds, 0.3% hits;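 active = z-score above 3 at 5 µM with at least 500 cells counted in the well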
MT stabilize HCS – microtubule stabilizers in HeLa cells | HeLa tubulin immunostaining HCS, 24 h; share of cells brighter than vehicle mean+2SD | % tubulin-high responders, % at 10 µM | 200,000 compounds, 0.83% hits | AID 2205;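 active = plate Z-score above 3 for both tubulin-high and condensed-nucleus cell shares, with cell loss under 80%, at 10 µM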;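 note: anti alpha tubulin signal scored within the nucleus-defined area of each cell; some results filed as inactive read as strong as hits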
NOD1 NF-kB reporter – inhibition of NOD1-driven NF-kB reporter – cell-based, luminescence, uHTS, primary screen (AID 1578) | NOD1-driven NF-kB luciferase reporter cells, luminescence; higher % means a stronger effect | inhibition, % at 4 µM; hits with a dose series show EC50 in µM | 290,000 compounds, 1% hits; in the data active = inhibition mostly above about 36%, no sharp cut-off; inactive = mostly below about 34%;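 note: HEK-293T reporter cells stimulated with the NOD1 agonist gamma-tri-DAP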
Dynein transport cytoplasmic EGFP – recorded beside Dynein transport, whose call it bears; z-score; measured here: cytoplasmic GR-EGFP intensity; stronger effect = higher value
Dynein transport nuclear GR-EGFP – recorded beside Dynein transport, whose call it bears; z-score; measured here: nuclear GR-EGFP intensity;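 lower value marks the stronger effect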
Dynein transport cell count – also measured in Dynein transport; calls as there; z-score; measured here: cell count per field
Ins promoter up cell count – also measured in Ins promoter up; calls as there; cell count; measured here: cytotoxicity, nuclei count;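 total cells summed across four imaged fields per well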
b-catenin transl cell count 5 µM – recorded beside b-catenin transl, whose call it bears; cell count; measured here: cell count, cytotoxicity flag
MT stabilize HCS Hoechst-high % – recorded beside MT stabilize HCS, whose call it bears; % Hoechst-high responders; measured here: nuclear condensation Hoechst responders;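 share of cells brighter than vehicle mean plus two SD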
MT stabilize HCS cytotoxicity % – also measured in MT stabilize HCS; calls as there; toxicity, %; measured here: cytotoxicity by cell density;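 0% = mean cell density of plate MIN control wells and 100% = no cells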
Autophagy HCS cell loss 18 h – also measured in Autophagy HCS; calls as there; toxicity, %; measured here: cell loss, nuclei count;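 cell loss after 18 h compound exposure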
* hit, by the source's call; i = inactive; . = not tested or not shown. An excerpt; count on the stated rates, not on these rows.

# | canonical_smiles | Dynein transport | b-catenin transl | Autophagy HCS cell loss 18 h | MT stabilize HCS cytotoxicity % | Dynein transport cell count | Yfh1-off respiration | b-catenin transl cell count 5 µM | MT stabilize HCS | Autophagy HCS | P. falciparum M17LAP | Ins promoter up | HEK293 NOD2/NF-kB | Dynein transport cytoplasmic EGFP | MT stabilize HCS Hoechst-high % | NOD1 NF-kB reporter | Ins promoter up cell count | Dynein transport nuclear GR-EGFP
1 | CC(C)C(C(=O)NCC1CCCO1)N(Cc1cccs1)C(=O)CNS(=O)(=O)c1ccccc1 (stereo not given) | -0.359 | 0.6 | 11.1 | 6.1 | 0.608 | i | 1459 | 2.4 | i | 0.2% | -0.13 | 11.3% | -0.328 | 1.9 | -25.0% | 1477 | -0.663
2 | Cc1cc2nc(-c3ccc(SCc4ccccc4C#N)nc3)[nH]c2cc1C | -0.862 | -0.1 | 2.6 | 8.0 | 0.208 | i | 1067 | 2.1 | i | -0.5% | -0.34 | -3.2% | 0.0674 | 1.5 | -16.0% | 1803 | -0.272
3 | CCN1CCN(c2nc3c(C)cccn3c(=O)c2/C=C(\C#N)S(=O)(=O)c2ccc(C)cc2)CC1 | -0.592 | -1.9 | -3.6 | 4.0 | -0.00486 | . | 961 | 6.1 | i | 1.7% | -0.67 | 12.2% | 2.12 | 3.1 | -15.4% | 1385 | -0.562
4 | COCCCNC(=O)CNC(=S)N(Cc1ccccc1)Cc1cccnc1 | -1.22 | 0.5 | 15.1 | 8.5 | 0.931 | i | 1129 | 3.0 | i | -6.0% | . | 23.8% | 0.122 | 2.2 | -17.3% | . | -0.519
5 | Cc1ccc(S(=O)(=O)N(CC(O)CN2CCCC2)c2ccccc2)cc1 (stereo not given) | -0.212 | 1.0 | 12.4 | 10.0 | 0.458 | i | 1154 | 5.2 | i | 17.8% | -0.02 | -20.1% | -0.191 | 2.6 | -9.0% | 1087 | -0.00352
6 | CCN(CC)CCCNC(=O)c1ccc2c(SCC(=O)O)c3c(nc2c1)CCC3 | 0.515 | 0.2 | 18.3 | 2.8 | -1.37 | i | 567 | 2.9 | i | 1.4% | -0.1 | 9.7% | -0.168 | 2.2 | -35.7% | 1312 | 1.34
7 | CN(CC(=O)Nc1ccc(Cl)cc1)C(=O)c1cccc(S(=O)(=O)N(C)C)c1 | -0.382 | 0.3 | 7.5 | 3.7 | 0.221 | i | 1130 | 1.1 | i | 20.2% | -1.01 | -3.3% | -0.251 | 2.2 | -34.4% | 1507 | -0.371
8 | CCCn1c2c(c(O)c(C(=O)NCc3ccccc3)c1=O)CCCC2 | -0.566 | 0.4 | -0.7 | 8.7 | 1 | i | 1327 | 2.4 | i | -17.4% | -0.23 | 21.9% | -0.254 | 1.8 | 11.3% | 1547 | -1.02
9 | C/C(=N/NC(=O)COc1cc(C)ccc1C(C)C)C(=O)O | 0.0653 | -0.2 | 16.0 | 3.2 | 0.686 | i | 1119 | 1.7 | i | -1.6% | -0.03 | 1.9% | -0.15 | 1.8 | -22.4% | 1197 | -0.277
10 | COc1cc(-n2c(=O)c3ccccc3n(Cc3cc(=O)n4ccccc4n3)c2=O)cc(OC)c1OC | 0.502 | -1.0 | 13.1 | 4.0 | -0.21 | i | 981 | 3.6 | i | -1.1% | 0.06 | 10.3% | -0.263 | 1.8 | -19.7% | 1342 | -0.0886
11 | O=C(NC(c1ccccc1)c1cc(Cl)c2cccnc2c1O)c1cccnc1 (stereo not given) | 0.0327 | . | 19.6 | 24.2 | 0.458 | i | . | 4.5 | i | 4.0% | -1.54 | 6.0% | -0.162 | 1.3 | 42.3% | 1099 | 0.0372
12 | Cc1c(C(=O)NC(=S)NCc2cccnc2)oc2ccccc12 | -0.334 | 0.3 | -7.6 | 9.7 | -0.281 | i | 1554 | 2.4 | i | -8.0% | 0.04 | 25.1% | -0.11 | 2.6 | -25.3% | 1127 | -0.237
13 | COc1cc(C(=O)NC(=S)NCc2ccco2)cc(OC)c1OC | -1.61 | 1.5 | 7.8 | 5.4 | 0.0891 | i | 1351 | 3.3 | i | 6.9% | -0.47 | 19.9% | 0.923 | 1.4 | -5.8% | 1200 | 0.222
14 | CCOc1ccccc1C1C2C(=O)N(c3ccccc3)C(=O)C2ON1c1ccccc1 (stereo not given) | 2.13 | -6.4 | 14.7 | 19.1 | -0.865 | i | 935 | 2.7 | i | 5.9% | 0.87 | 4.0% | -0.128 | 2.4 | -6.0% | 1224 | 1.3
15 | C/C(=N\NS(=O)(=O)c1ccc(Cl)cc1)c1ccc(NC(=O)c2ccco2)cc1 | -0.308 | -1.3 | 1.6 | 2.2 | 0.544 | i | 1148 | 1.3 | i | 21.1% | -0.38 | -9.4% | -0.228 | 2.9 | -16.1% | 1539 | -0.275
16 | O=C(NCCCCO)C(F)(F)C(F)(F)C(F)(F)C(=O)NCCCCO | 0.724 | -3.1 | -0.7 | 13.4 | -0.223 | i | 955 | 2.4 | i | 13.9% | 0.44 | -0.1% | -0.163 | 1.7 | -12.9% | 1277 | 0.299
17 | O=C1COc2ccc(C(=O)COC(=O)/C=C/c3cccc(F)c3)cc2N1 | 0.591 | -0.5 | . | . | 0.0572 | i | 1349 | . | . | -2.8% | 0.44 | 8.2% | -0.243 | . | 7.2% | 1412 | 0.0593
18 | Cc1cccc(N=C2NC(=O)CS2)c1 | -0.157 | 3.0 | 6.2 | 5.0 | 0.107 | i | 1029 | 3.6 | i | 10.5% | 0.39 | 7.6% | -0.103 | 1.3 | -24.0% | 1300 | -0.245
19 | Cc1noc(C)c1COc1ccc(CC(=O)NCc2ccccc2)cc1 | 0.321 | 29.2 | 39.3 | 47.6* | -0.267 | i | 537 | 19.7* | i | 0.5% | 1.12 | -44.2% | -0.339 | 33.9* | -41.4% | 1317 | 0.0814
20 | Cc1cc(N(CN2CCCC2=O)C(=O)c2ccccc2)no1 | 0.604 | 3.6 | 4.9 | 7.9 | 0.387 | i | 1395 | 6.5 | i | -11.7% | -0.24 | -23.3% | -0.0691 | 3.2 | -19.4% | 1425 | 0.538
21 | C=CCN=C(NC#N)SCc1ccccc1Cl | 0.359 | -0.3 | -4.3 | 10.2 | -0.752 | i | 1172 | 2.1 | i | -10.1% | -0.58 | 9.3% | -0.134 | 1.9 | -24.8% | 1417 | 0.24
22 | CC1(C)CC(=O)C=C(Nc2ccc(S(N)(=O)=O)cc2)C1 | 0.062 | 1.5 | -3.5 | 4.0 | -0.318 | i | 1144 | 3.0 | i | -1.2% | -0.55 | 13.4% | -0.259 | 1.4 | -6.9% | 1098 | 0.0862
23 | CCOC(=O)N1CCN(S(=O)(=O)c2ccc(C(=O)Nc3ccc4c(c3)C(=O)NC4=O)cc2)CC1 | -0.737 | 1.6 | -0.1 | 6.7 | 0.848 | i | 535 | 2.5 | i | -2.6% | 0.72 | 6.9% | -0.253 | 3.1 | -30.1% | 1243 | -0.847
24 | Cc1n[nH]c(=S)n1/N=C/c1ccc(OCc2ccc(Cl)cc2)cc1 | 0.411 | -1.6 | 6.0 | 6.8 | -0.622 | i | 1424 | 1.3 | i | -21.8% | -0.28 | -21.6% | -0.12 | 1.3 | 47.6% | 1636 | 0.0332
25 | O=C(CC1(O)C(=O)N(CCc2ccccc2)c2ccccc21)c1ccccn1 (stereo not given) | -0.481 | 1.1 | 13.3 | 9.6 | -0.252 | i | 1067 | 3.7 | i | -2.5% | 0.23 | 5.4% | -0.183 | 2.3 | -9.2% | 1202 | -0.158
26 | CCCCOc1ccc(C(=O)OCC(=O)Nc2cc(C)on2)cc1 | 0.613 | -0.4 | 4.1 | 6.6 | -1.58 | i | 1056 | 5.8 | i | 2.2% | -0.5 | 16.3% | -0.28 | 2.7 | -31.0% | 1346 | 0.555
27 | COC(=O)c1cccnc1-n1c(=O)c2cccnc2n(CC(=O)Nc2ccc(Br)cc2)c1=O | -0.81 | -0.7 | 5.7 | 6.7 | -0.0588 | i | 1054 | 2.9 | i | 3.7% | -0.22 | -4.7% | -0.0819 | 2.4 | -33.5% | 1212 | -0.0229
28 | Cc1noc(C)c1COC(=O)c1ccccc1Sc1ccccc1C#N | -0.295 | 1.3 | 7.7 | 7.7 | 0.0934 | i | 1126 | 2.0 | i | -10.6% | -1.17 | 28.0% | -0.214 | 1.8 | 21.6% | 951 | 0.0678
29 | CC(=O)NCCOc1nc(N(C)C)nc(N(C)C)n1 | -0.78 | . | 4.8 | 28.2 | 0.669 | i | . | 1.6 | i | 2.8% | . | 3.8% | -0.254 | 0.3 | -17.6% | . | -0.00672
30 | COC(=O)c1ccc(/C=N/Nc2nc(-c3ccc(Cl)cc3Cl)cs2)cc1 | -0.225 | 0.6 | -22.0 | 7.3 | 0.639 | i | 1471 | 3.4 | i | 1.6% | 0.25 | 15.0% | -0.272 | 1.6 | 8.2% | 1465 | 0.0695
31 | O=C(NC(=S)NN1CCCCC1c1cccnc1)c1ccc(Cl)cc1Cl (stereo not given) | 0.579 | -1.7 | . | . | -0.284 | i | 1140 | . | . | 0.0% | -0.68 | 1.4% | -0.237 | . | 1.5% | 1404 | 0.257
32 | CCC(C)c1ccccc1NC(=O)CN1CCN(C/C=C/c2ccccc2)CC1 (stereo not given) | -0.89 | -2.7 | 7.8 | 9.5 | 0.474 | i | 1021 | 4.9 | i | 3.1% | -0.58 | -25.9% | -0.284 | 2.9 | -28.9% | 1188 | -0.936
